# CHT block = inhibitors of human choline transporter CHT | Q9GZV3 | hit rate 0.86% among 310,000 | CHT-expressing cells, membrane potential dye, choline response; hits give low values | B-score at 10 µM;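 active means B-score over 3 SD under the library average, and starting fluorescence ratio not unusually high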;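 further: choline stimulus applied at its EC90 after an EC20 pre-addition; B-score computed on integrated fluorescence ratio after choline addition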
# Target sequence (Q9GZV3 whole entry, looked up): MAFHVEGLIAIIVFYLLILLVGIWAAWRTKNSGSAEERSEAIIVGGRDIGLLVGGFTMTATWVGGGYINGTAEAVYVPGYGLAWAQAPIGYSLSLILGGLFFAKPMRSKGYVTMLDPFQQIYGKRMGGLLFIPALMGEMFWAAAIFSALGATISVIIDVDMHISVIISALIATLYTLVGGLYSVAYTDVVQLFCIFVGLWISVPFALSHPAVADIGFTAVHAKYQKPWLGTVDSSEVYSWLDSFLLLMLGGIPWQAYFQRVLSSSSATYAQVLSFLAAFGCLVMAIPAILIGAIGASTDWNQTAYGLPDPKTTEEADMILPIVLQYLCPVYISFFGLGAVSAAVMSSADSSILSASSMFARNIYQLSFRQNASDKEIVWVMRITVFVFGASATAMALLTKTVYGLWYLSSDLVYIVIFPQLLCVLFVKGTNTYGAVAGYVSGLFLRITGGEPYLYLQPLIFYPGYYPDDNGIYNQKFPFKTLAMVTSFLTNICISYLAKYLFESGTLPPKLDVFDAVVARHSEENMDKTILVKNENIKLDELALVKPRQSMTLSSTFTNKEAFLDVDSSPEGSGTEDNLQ
# CHT PAM = allosteric activators of human choline transporter CHT; CHT-expressing cells, membrane potential dye, choline EC20; hits give high values; LV-AA mutant CHT in HEK293 cells; B-score at 10 µM; hit rate 0.49% among 310,000; AID 488977;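 active means initial fluorescence not abnormally high and integrated response B-score, plate-corrected, over 3 SD above library mean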
# * = called active by the depositor; i = inactive. Rows were taken by chance (roughly 1.4% active in at least one column).
SMILES	CHT block	CHT PAM
COc1ccc(-c2[nH]ncc2-c2cscn2)c(O)c1	i	i
CCOC(=O)CNC(=O)CSc1nc(N)cc(N)n1	i	i
CCC(C(=O)NCCCN1CCN(CCCNC(=O)C(CC)c2ccccc2)CC1)c1ccccc1 (configuration not stated)	i	i
O=C(Nc1ccc2c(c1)CCC2)C1CCCN(c2ncccn2)C1 (configuration not stated)	i	i
CCCNC(=O)C(Sc1ccccc1)c1ccccc1 (configuration not stated)	i	i
CC(=O)c1ccccc1NS(=O)(=O)c1c(C)nn(-c2ccccc2)c1C	i	i
CC(C)[C@@H](C(=O)NC1CC1)N1C(=O)N2CCc3c([nH]c4ccccc34)[C@@]2(C)C1=O	i	i
N#CC1=C(SCC(=O)c2ccc(Cl)cc2)NC2=C(C(=O)CCC2)C1c1ccco1 (configuration not stated)	i	i
O=[N+]([O-])c1cc(Cl)ccc1N1CCN(c2ccccc2O)CC1	i	i
Cc1cc(=O)n2[nH]nnc2n1	i	i
COc1ccc([C@@H]2C[C@H]3CN(Cc4ccccc4OC)C(=O)[C@]34CCCN24)cc1C	i	i
C=CCSc1nc2sc3c(c2c(=O)n1-c1ccc(C)cc1)CCN(C)C3	i	i
CC(C)(O)C(=O)NN(C(=O)c1ccccc1)c1ccc2ccccc2c1	i	i
O=C1SC(SC(=Nc2ccccc2)Nc2ccccc2)C(=O)N1c1ccccc1 (configuration not stated)	i	i
C(CCCN1CCCCC1)CCN1CCCCC1	i	i
C[C@H](C(O)c1ccccc1)N(C)C(=O)CN (some centres not stated)	i	i

# Four of these compounds in another layout:
C=CCSc1nc2sc3c(c2c(=O)n1-c1ccc(C)cc1)CCN(C)C3
  CHT block = i; CHT PAM = i
CC(C)(O)C(=O)NN(C(=O)c1ccccc1)c1ccc2ccccc2c1
  CHT block = i; CHT PAM = i
O=C1SC(SC(=Nc2ccccc2)Nc2ccccc2)C(=O)N1c1ccccc1 (configuration not stated)
  CHT block = i; CHT PAM = i
C(CCCN1CCCCC1)CCN1CCCCC1
  CHT block = i; CHT PAM = i

# More records follow:
SMILES	CHT block	CHT PAM
COc1ccc(S(=O)(=O)Nc2ccccc2C(=O)N2CCOCC2)cc1OC	i	i
O=c1[nH]c(NCc2ccccc2)nc2c1CCCC2	i	i
Cc1sc(-n2cccc2)c(C(=O)O)c1C	i	i
C=CCOc1nc2c(c(=O)n(C)c(=O)n2C)n1Cc1ccccc1Cl	i	i
N#CCCN1CCn2c1nc1ccccc12	i	i
Cc1ccc(Nc2ncc3c(n2)CC(c2ccco2)CC3=O)c(C)c1 (configuration not stated)	i	i
O=C(N/N=C/c1cccnc1)c1ccc(Cn2cc([N+](=O)[O-])cn2)o1	i	i
ClC1CCCCC1n1nnc2ccccc21 (configuration not stated)	i	i
COc1ccc(Br)cc1CNc1ccc(O)cc1	i	i
CCOC(=O)C1CCCN(CC(=O)c2c[nH]c3ccc(C)cc23)C1 (configuration not stated)	i	i
CCCCC(c1nnnn1CCOC)N1CCN(CC)CC1 (configuration not stated)	i	i
COc1ccc(-n2c(C)cc(C(=O)CCl)c2C)cc1	i	i
CC(NC1CCN(Cc2ccccc2)CC1)c1ccc(F)cc1 (configuration not stated)	i	i
Cc1nn(Cc2ccccc2)c(Cl)c1C(=O)NCCc1ccc(Cl)cc1	i	i
COc1ccc(-c2nnc(C)c3nocc23)cc1	i	i
CCC(C)[C@H](NC(=O)[C@@H]1Cc2ccccc2CN1)C(=O)Nc1ccc2c(c1)OCO2 (some centres not stated)	i	i
O=C(CNC(=O)c1ccco1)OCc1ccc(C(=O)Oc2ccccc2)cc1	i	i
COc1ccc(Cn2c(=O)[nH]c3cc(C(=O)N4CCN(c5ccc(C(C)=O)cc5)CC4)ccc3c2=O)cc1	i	i
O=C(C1CCC1)N1CCc2cc(S(=O)(=O)NCc3ccccn3)ccc21	i	i
CCCCc1c(O)nc(SCC(=O)N2CCOCC2)[nH]c1=O	i	i
CC(=O)N1CCc2cc(Br)cc(S(=O)(=O)NCc3ccc(Cl)cc3)c21	i	i
CC(C)(C)NC(=O)Cn1c(-c2nonc2N)nc2ccccc21	i	i
Cc1cc(C(=O)COC(=O)C23CC4CC(CC(O)(C4)C2)C3)c(C)n1-c1c(C)n(C)n(-c2ccccc2)c1=O	i	i
CN(C)c1ccc(/C=N/NC(=O)CSc2ccccn2)cc1	i	i
CC(C)(C)C(=O)Nc1c2c(nn1-c1ccccc1)CSC2	i	i
CNC(=O)c1ccc(Nc2nnc(-c3ccc(C)c(S(=O)(=O)NCC4CCCO4)c3)c3ccccc23)cc1 (configuration not stated)	i	i
COC(=O)c1ccc(C(C(=O)NC2CCCCC2)N(C(=O)Cc2cccs2)C2CC2)cc1 (configuration not stated)	i	i
C[C@H]1[C@H]2c3nc4ccccc4n3C[C@H]1ON2C1CCCCC1	i	i
CCCN(CC(=O)Nc1ccccc1C)C(=O)c1ccc(N2CCCCCC2)c([N+](=O)[O-])c1	i	i
Nc1ncnc2c1ncn2C1O[C@H](CO)[C@@H](O)[C@@H]1O (some centres not stated)	i	i
CCOC(=O)c1ccc(NC(=O)CCNS(=O)(=O)c2ccc3c(c2)oc(=O)n3C)cc1	i	i
COc1ccc(NC(=O)c2c(Cl)nc3ccccn23)cc1	i	i

# Exported with each value named: part of the list above
> COc1ccc(NC(=O)c2c(Cl)nc3ccccn23)cc1
- CHT block: i
- CHT PAM: i

> CCOC(=O)c1ccc(NC(=O)CCNS(=O)(=O)c2ccc3c(c2)oc(=O)n3C)cc1
- CHT block: i
- CHT PAM: i

# The list goes on.
SMILES	CHT block	CHT PAM
O=c1[nH]nc(Sc2ncnc3sccc23)n1CCc1ccccc1	i	i
COc1ccc(OC)c(NS(=O)(=O)c2ccc(Cl)s2)c1	i	i
Cc1nc2c(C)cccc2c2c1CCN2c1ccccc1F	i	i
O=C(CSc1nncs1)Nc1nccs1	i	i
CCn1c2ccccc2c2cc(NC(=O)COC(=O)c3cc(OC)c(OC)cc3OC)ccc21	i	i
CCc1cccc(OCCCn2ccnc2)c1	i	i
CCN1CCN(C(c2ccccc2)c2nnnn2CCc2ccc(OC)c(OC)c2)CC1 (configuration not stated)	i	i
O=S(=O)(Cc1ccccc1)N1CCc2ccccc2C1	i	i
COc1ccc(C(=O)NCc2nnc(SCC(=O)c3ccccc3)n2C)cc1OC	i	i
CCOc1ccc(/C(=N\O)C(C)NO)cc1 (configuration not stated)	i	i
CCCOc1ccc(/C=C2\SC(=S)N(CC3CCCO3)C2=O)cc1 (configuration not stated)	i	i
COc1ccc(/C=C2\Sc3ccc(C(=O)NC4CC4)cc3N(C)C2=O)cc1OC	i	i
Cc1ccc(N2C(=O)CC(N3CCN(S(=O)(=O)c4ccccc4)CC3)C2=O)c(C)c1 (configuration not stated)	i	i
O=C(Nc1ccccc1N1CCOCC1)c1cccc([N+](=O)[O-])c1	i	i
CCCn1c(/N=C/c2ccc3c(c2)OCO3)nc2ccccc21	i	i
Cc1ccc(C(C(=O)NC2CCCCC2)N(C(=O)c2csnn2)c2ccccc2F)o1 (configuration not stated)	i	i
CCN1CCN(c2ccc(NC(=O)c3cccnc3)cc2Cl)CC1	i	i
COc1ccc(S(=O)(=O)Cc2ccc(C(=O)NC3CC3)o2)cc1	i	i
COc1cc(/C=C2/C(=O)ON=C2C)ccc1OCc1cccc(F)c1	i	i
Cc1cc(C)n2nc(C(=O)N3CCCC(Nc4ccc(C(C)C)cc4)C3)cc2n1 (configuration not stated)	i	i
Cc1cc(C)nc(-n2nc(C)c3c(C(F)(F)F)cc(=O)[nH]c32)n1	i	i
Cc1cc(C)n(-c2ccc(C(=O)OC(C)C)cc2)n1	i	i
CC(/C=C/c1ccc(O)cc1)=N/O	i	i
OCC1(Cc2ccccc2)CCN(C2CCN(c3ccccc3F)CC2)CC1	i	i

# Complete entries from above:
# CNC(=O)c1ccc(Nc2nnc(-c3ccc(C)c(S(=O)(=O)NCC4CCCO4)c3)c3ccccc23)cc1 (configuration not stated) is listed with CHT block = i; CHT PAM = i
# COC(=O)c1ccc(C(C(=O)NC2CCCCC2)N(C(=O)Cc2cccs2)C2CC2)cc1 (configuration not stated) is listed with CHT block = i; CHT PAM = i
# CC(/C=C/c1ccc(O)cc1)=N/O is listed with CHT block = i; CHT PAM = i

# Going on with the list.
SMILES	CHT block	CHT PAM
NS(=O)(=O)c1ccc(NC(=O)c2ccc(COc3ccccc3)o2)cc1	i	i
Cc1cccc(OCC(=O)Nc2cc(S(=O)(=O)N3CCCCC3)ccc2N2CCN(C)CC2)c1	i	i
Cc1cccn2c(=O)c(C(=O)NCCCN3CC(C)CC(C)C3)c(O)nc12 (configuration not stated)	i	i
CCc1cc(CNC(=O)C2CCC(=O)N(Cc3cccc(F)c3)C2)on1 (configuration not stated)	i	i
CCCCNC(=O)CNC(=S)N(Cc1ccccc1F)C1CCCCC1	i	i
CCOC(=O)c1ccc(NC(=O)NCCc2cnc[nH]2)cc1	i	i
CC1CCC(NC(=O)C2CCC(CNS(=O)(=O)c3cccc4nsnc34)CC2)CC1 (configuration not stated)	i	i
CCC(C)[C@H](NC(=O)C1CCN(C(=O)[C@H](Cc2ccccc2)NC(=O)OC(C)(C)C)CC1)C(=O)O (some centres not stated)	i	i
O=c1c(C(c2ccccc2)c2c(O)sc3ccccc3c2=O)c(O)sc2ccccc12	-5.2*	i
COc1ccc(NC(=O)CNC(=O)N2CC(=O)Nc3ccccc32)cc1OC	i	i
COc1cc(CNCCc2ccccc2)cc(Br)c1OCC(=O)Nc1ccccc1C	-8.4*	i
CC(C)CC(NC(=O)C1CCC(C)CC1)C(=O)N1CCN(c2ccccn2)CC1 (configuration not stated)	i	i
O=C(Nc1cccc2ccccc12)c1ccc([N+](=O)[O-])o1	i	i
COc1ccc(CC(=O)Nc2ccc(C(=O)Nc3ccccc3C(=O)O)cc2)cc1OC	i	i
N#Cc1nc(Cc2cccc3ccccc23)oc1N1CCC(C(N)=O)CC1	i	i
COc1ccc(-c2ccc(=O)n(CC(=O)Nc3cccc(O)c3)n2)cc1OC	i	i
Cc1ccc(NC(=O)c2cc(S(=O)(=O)N3CCC4(CC3)OCCO4)ccc2F)cc1	i	i
COc1ccc(CNC(=O)C2CCN(S(=O)(=O)c3ccc(-c4nn[nH]n4)cc3)CC2)cc1	i	i
CCCNCCC(c1ccco1)c1ccccc1OC (configuration not stated)	i	i
CCNC(=S)NS(=O)(=O)c1ccccc1	i	i
O=C(c1cccs1)N1CCN=C1SCc1ccc(F)cc1	i	i
CCCc1c(O)nc(SCC(=O)O)[nH]c1=O	i	i
Cc1ccc(NC(=O)CN(C)CC(=O)Nc2ccc(N3CCOCC3)cc2)c([N+](=O)[O-])c1	i	i
O=C(Oc1cccc(NC(=O)c2ccco2)c1)c1ccc(Br)c(S(=O)(=O)N2CCCCC2)c1	i	i
CCc1ccc(CN2C(=O)c3ccccc3C2C(=O)NC(C)CC)cc1 (configuration not stated)	i	i
Cc1ccc(C(=O)Nc2ccc3c(c2)OCCO3)o1	i	i
COc1ccc(/C=C2\Sc3ccc(C(=O)NCCN4CCCCCC4)cc3N(C)C2=O)cc1	i	i
Cc1ccccc1N(CC(=O)NC1CCCC1)C(=O)c1csnn1	i	i
Cc1ccc2nc(-c3cccnc3)cc(C(=O)Nc3ccccc3[N+](=O)[O-])c2c1	i	i
O=C1c2ccccc2S(=O)(=O)c2cc(C(=O)N3CCCC3)ccc21	i	i
CCOc1ccc(C(C)(C)C)cc1S(=O)(=O)Nc1ccncc1	i	i
CCCCNC(=O)NS(=O)(=O)c1ccc(NC(=O)C(NC(N)=O)C(C)CC)cc1 (configuration not stated)	i	i
CNC(=O)NC(=O)CSc1nc2sccc2c(=O)n1-c1ccccc1	i	i
O=C(Cc1ccccc1)N1CCN(c2ccccc2F)CC1	i	i
CC(=O)Nc1ccc(NC(=S)NC(=O)c2ccc([N+](=O)[O-])c(C)c2)cc1	i	i
CC(C)=C1SC(N2CCN(c3ccc(Cl)cc3)CC2)=NC1=O	i	i
CCOC(=O)C1CCN(C(=O)c2oc3ccc4c(c3c2C)C(O)CC2(CCCCC2)O4)CC1 (configuration not stated)	i	i
CCCCCCNCc1cccc(Br)c1	i	i
Oc1cccc(/C=N/NC(=S)NCCN2CCOCC2)c1O	i	i
COc1ccc(CCN(C)C(=O)CN2C(=O)NC3(CCCc4ccccc43)C2=O)cc1OC (configuration not stated)	i	i
Cn1c(=O)n(C)c2cc(N3CCCCC3)c(NC(=O)c3cccc(Cl)c3)cc21	i	i
CCOC(=O)n1c(=O)n(Cc2ccccc2Cl)c2ccccc21	i	i
CCOc1ccc(S(=O)(=O)NCCC(=O)NCc2ccco2)cc1	i	i
O=C(CSc1nnnn1C1CCCCC1)NCc1ccco1	i	i
C/C(=N\NC(=O)CCC(=O)Nc1ccccc1)c1cccs1	i	i
Cc1cccc(C(=O)N2CCC(=O)N(C(COCc3ccccc3)Cc3ccccc3)CC2)c1 (configuration not stated)	i	i
COCCCNC(=O)Cn1ncc2ccsc2c1=O	i	i
O=C(NCc1ccccn1)c1nnc(Cc2ccc(Cl)cc2)o1	i	i
CCN(CC)S(=O)(=O)c1ccc2c(c1)c(=O)c(C(=O)NCCCN(C)c1ccccc1)cn2C	i	i
O=C(CCCC(=O)c1ccc(O)cc1)c1ccc(O)cc1	i	i
O=C1NC(C(=O)O)=CC(c2ccc([N+](=O)[O-])cc2)N1 (configuration not stated)	i	i

# From PubChem
